Bioassay records deposited in PubChem by several laboratories.
M1 antag: blocks human M1 muscarinic receptor; P11229; CHO-K1 hM1, Fluo-8 calcium fluorescence, ACh EC80 antagonist; inhibition, % at 3 µM; actives 1.3% (n = 360,000); AID 588852;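 active = percent inhibition above its own plate's cutoff, namely the mean of that plate's compound wells plus 3 SD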;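 note: peak over basal fluorescence ratio during 140 s after agonist addition; 0% = ACh EC80 plus DMSO and 100% = DMSO alone without agonist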
Target sequence (P11229 whole entry, looked up): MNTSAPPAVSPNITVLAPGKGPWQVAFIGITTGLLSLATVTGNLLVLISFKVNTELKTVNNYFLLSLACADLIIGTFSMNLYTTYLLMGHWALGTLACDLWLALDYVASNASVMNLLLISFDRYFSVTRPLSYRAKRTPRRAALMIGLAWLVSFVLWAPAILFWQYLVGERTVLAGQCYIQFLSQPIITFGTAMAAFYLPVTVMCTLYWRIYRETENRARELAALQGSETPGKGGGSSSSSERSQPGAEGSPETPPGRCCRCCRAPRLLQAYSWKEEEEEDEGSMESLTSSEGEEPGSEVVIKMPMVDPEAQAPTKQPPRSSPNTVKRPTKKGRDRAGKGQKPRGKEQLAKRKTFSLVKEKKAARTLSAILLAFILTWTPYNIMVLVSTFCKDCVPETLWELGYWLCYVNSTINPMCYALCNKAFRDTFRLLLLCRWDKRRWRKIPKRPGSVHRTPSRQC
M4 ag: CHRM4 agonism in calcium assay. P08173. CHO-K1 hM4/Gqi5, Fluo-8 calcium fluorescence; vehicle 0%, full acetylcholine response 100%. activation, % at 3 µM. actives 0.14% (n = 360,000). AID 624127;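 active = activation above the run mean over all test wells plus 3 SD, cut at about 32% in these data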;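 note: peak over basal fluorescence ratio per well then scaled between controls; 0% = DMSO wells and 100% = acetylcholine at EC100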
Target sequence (P08173 whole entry, looked up): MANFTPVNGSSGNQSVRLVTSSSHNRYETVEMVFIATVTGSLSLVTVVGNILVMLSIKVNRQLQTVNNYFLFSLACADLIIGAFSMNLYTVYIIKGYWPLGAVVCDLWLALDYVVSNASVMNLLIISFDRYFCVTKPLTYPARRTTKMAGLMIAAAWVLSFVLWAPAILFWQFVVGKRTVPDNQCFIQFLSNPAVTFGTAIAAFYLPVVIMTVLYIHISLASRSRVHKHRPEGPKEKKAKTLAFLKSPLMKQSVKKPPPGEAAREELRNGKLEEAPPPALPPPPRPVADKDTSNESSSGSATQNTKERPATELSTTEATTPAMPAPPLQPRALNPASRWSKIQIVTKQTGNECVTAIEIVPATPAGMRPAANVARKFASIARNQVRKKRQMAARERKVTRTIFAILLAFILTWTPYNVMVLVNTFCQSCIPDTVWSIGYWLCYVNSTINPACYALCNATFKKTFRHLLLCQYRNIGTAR
CHRM4 antagonist: CHRM4 antagonism in calcium assay | P08173 | CHO-hM4 cells, ACh EC80, Fluo-8 calcium fluorescence | inhibition, % at 3 µM | actives 0.73% (n = 360,000);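 active = inhibition above its plate's cutoff, the mean inhibition of sample wells plus 3 SD, cut at about 27% in these data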;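 note: 0% = acetylcholine EC80 with DMSO and 100% = DMSO without agonist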
M5 antag: CHRM5 antagonism in calcium assay. P08912. CHO-hM5 cells, Fluo-8 calcium fluorescence, ACh EC80. inhibition, % at 3 µM. actives 0.59% (n = 360,000). AID 624040;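 active = inhibition above a per-plate cutoff, the mean of that plate's test compounds plus 3 SD, cut at about 27% in these data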;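 note: 0% = acetylcholine EC80 with DMSO and 100% = DMSO without agonist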
M4 PAM: positive allosteric modulators of human muscarinic M4 receptor | P08173 | CHO-K1 hM4/Gqi5, Fluo-8 calcium fluorescence, ACh EC20; 0% = ACh EC20, 100% = maximal ACh | activation, % at 3 µM | actives 0.4% (n = 360,000) | AID 624126;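 active = activation above its plate's cutoff, the mean activation of sample wells plus 3 SD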; note: some results filed as inactive read as strong as hits
M5 ag: CHRM5 agonism in calcium assay. P08912. CHO-K1 hM5 cells, Fluo-8 calcium fluorescence; 0% DMSO wells, 100% maximal acetylcholine response. activation, % at 3 µM. actives 0.19% (n = 360,000);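 active = activation above the run's mean over test compounds plus 3 SD, cut at about 23% in these data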;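 note: signal is peak over basal fluorescence ratio across the kinetic read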
CRFR2-BP ag: CRF-BP/CRF-R2 complex agonism; HEK293 CRF-R2/CRF-BP, calcium dye fluorescence (FLIPR); percent of saturating CRF peptide response; activation, % at 13.2 µM; actives 0.46% (n = 350,000);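 active = activation of at least 50%, plus an integration ratio under a set limit after plate pattern correction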;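 note: plate controls were neutral control wells without compound for no effect and CRF at EC100 for full effect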
CHRM1 PAM: positive allosteric modulators of human M1 muscarinic receptor. P11229. CHO-K1 hM1, Fluo-8 calcium fluorescence, ACh EC20; 0% = ACh EC20, 100% = maximal ACh. activation, % at 3 µM. actives 0.088% (n = 360,000); in the data active = activation above about 19%, passing the limit was not always enough
M5 PAM: potentiates acetylcholine response at human M5 receptor | CHO-K1 hM5, Fluo-8 calcium, ACh EC20 PAM; 0% = ACh EC20, 100% = ACh EC100 | activation, % at 3 µM | actives 0.3% (n = 360,000);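 active = activation above the run cutoff, the mean activation of all test compounds plus 3 SD, cut at about 18% in these data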
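Assay system: CHO-K1 hM5 cells / Incubation: Fluo-8 loading 80 min at 37 °C plus 30 min room temperature / Technique: Fluo-8 calcium dye fluorescence, kinetic read / Repeats: single replicate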
The depositor's hits bear a star; . = not tested or not shown.

SMILES	M1 antag	M4 ag	CHRM4 antagonist	M5 antag	M4 PAM	M5 ag	CRFR2-BP ag	CHRM1 PAM	M5 PAM
Cc1ccc(C(C)(C)C)c(SCC(=O)Nc2nnc(C)s2)c1	-16.6	0.7	-13.3	-1.6	2.2	-3.1	42.1	16.1	2.5
Cc1nc(SCCc2nc3ccccc3[nH]2)c2oc3ccccc3c2n1	-9.6	2.9	-4.9	-2.5	-0.2	-1.1	-2.1	5.9	6.2
CCC1Oc2ccc(C)cc2N(CC(=O)NCC2CCCO2)C1=O (stereo not drawn)	-1.6	0.4	-0.9	14.2	-2.7	-2.6	-0.7	5.0	0.6
CCOc1ccc(/C=N/N(C)c2ccccc2)cc1OC	-5.5	-1.4	0.7	0.6	-2.8	-5.5	1.2	4.1	1.6
CCCCCCCCCCCCC/C=C/[C@@H](O)[C@@H](N)CO	-22.4	2.2	-7.8	12.8	-0.8	-0.6	1.0	1.9	-14.4
Cc1nc2cc(NC(=O)NCc3ccco3)ccc2o1	-2.9	-0.1	8.2	-3.0	0.9	1.5	1.5	4.8	-2.7
COc1ccc([C@@H]2CC=C(C(=O)O)[C@H](c3ccc(Br)cc3)N2S(=O)(=O)c2ccc(C)cc2)cc1OC	-6.8	0.6	-5.3	-5.4	0.8	1.9	-3.6	0.9	-3.2
Cc1ccc(CNS(=O)(=O)c2c(C)[nH]c(C)c2C(=O)N2CCCCC2)cc1	-9.8	0.4	-7.9	-0.1	5.3	-3.3	0.3	12.5	1.1
O=C(COc1ccccc1)Nc1ccc(S(=O)(=O)N2CCCCCC2)cc1	0.1	8.0	0.3	4.4	-5.3	2.9	0.3	-14.8	-6.4
O=C(c1cccc(Cl)c1)N1CCN(c2ccccn2)CC1	-5.4	2.0	4.2	10.6	1.4	1.9	2.1	-6.0	-5.2
O=C(/C=C/c1ccccc1)N/C(=C\c1ccco1)C(=O)O	-7.0	2.2	-0.5	3.3	10.3	-2.1	2.1	9.4	-2.4
CCC(C)(C)C(=O)Nc1cccc(Cl)c1C	-14.6	0.1	9.1	1.8	-5.7	0.9	0.0	10.4	9.3
CCOC(=O)c1ccc(NC(=O)C2CC(=O)N(c3ccc4c(c3)OCCO4)C2)cc1 (stereo not drawn)	20.9	0.7	-3.7	0.7	0.6	-0.1	0.1	-13.5	1.5
COc1cc(/C=N/Nc2ccnc(=O)[nH]2)ccc1O	-5.2	0.4	6.6	15.0	-7.3	-2.5	-2.2	4.9	-5.2
Cc1cccc(C(=O)NC(C(=O)Nc2ccccc2N2CCOCC2)C(C)C)c1 (stereo not drawn)	-9.0	3.4	-6.2	-5.7	6.5	2.2	-1.7	4.7	3.3
COc1cccc(C(=O)Nc2nnc(S(=O)(=O)N3CCCCC3)s2)c1	-4.6	2.4	-10.6	11.5	6.3	2.0	-2.2	8.8	-8.2
O=C(CCC1CCCCC1)Nc1ccccc1-c1ccccc1	-6.0	-3.7	0.8	5.0	13.3	-4.1	-0.2	4.3	0.7
CN(C)c1ccc(/C=C/C(=O)c2ccccc2)cc1[N+](=O)[O-]	8.9	0.1	-0.6	-2.7	-5.6	-2.0	-0.4	-4.7	-5.7
COc1ccccc1/C=C/C1=NC(=C\N(C)C)/C(=O)O1	-28.2	0.1	0.8	-1.8	1.8	-3.4	-2.3	4.4	-3.6
Cc1nnc(C)c2c(C)n(C(c3ccccc3)c3ccccc3)c(C)c12	3.2	1.5	8.2	3.7	-2.6	-5.2	1.2	-4.1	-0.2
COCC(C)n1c(C)cc(C(=O)COC(=O)c2oc3ccccc3c2C)c1C (stereo not drawn)	6.5	5.3	-2.9	2.4	-7.1	-6.8	-1.6	-3.4	-15.1
CCNC(=O)C1CCCN(C(=O)c2c(-c3ccccc3)noc2C)CC1 (stereo not drawn)	15.3	0.5	-7.0	1.4	0.4	0.6	.	1.5	-3.1
CCOC(=O)[C@]12CCC=C1N(Cc1cccc3ccccc13)C(=O)[C@H](CC(=O)NCCCOC)C2	.	-0.9	2.3	1.6	1.2	-2.3	.	.	8.7
COc1cccc(NC(=O)CN(C)C(=O)c2ccc(-c3ccc(Cl)cc3)o2)c1	-21.9	8.0	-14.8	-0.3	15.8	-1.8	-0.9	19.0	5.0
O=C(O)c1ccc(S(=O)(=O)Cc2ccccc2)cc1	-4.3	0.8	-5.6	-3.6	3.8	-0.2	-1.2	8.1	-1.9
CC(C)(C)C(=O)c1cn(CC(=O)NCc2ccc3c(c2)OCO3)c2ccccc12	6.4	8.0	7.0	6.8	-4.2	-2.8	1.1	-2.0	-28.8
COc1ccc(/C=N/NC(=O)c2ccncc2)cc1Cn1nc([N+](=O)[O-])c(Br)c1C	3.2	5.9	-0.3	7.5	-6.8	2.1	-4.2	0.5	-1.2
COc1ccc(Cl)cc1NC(=O)CSc1nnc(CNC(=O)c2ccco2)o1	1.8	3.1	-3.4	-5.5	3.8	3.7	0.5	15.2	2.1
CC(C)c1nnc(NC(=O)CCC(=O)NCC2CCCO2)s1 (stereo not drawn)	-25.5	-0.3	1.8	-1.2	7.4	0.9	0.3	5.2	4.2
COc1ccc(/C=C/C(=O)N2c3ccccc3Sc3ccc(C(F)(F)F)cc32)cc1	-18.1	-0.4	-7.3	-12.0	-1.6	-1.0	-1.7	10.3	-4.5
CCCCCSc1nc2c(c(=O)[nH]c(=O)n2C)n1CCc1ccccc1	-2.7	-0.4	2.5	-1.1	-3.7	-0.6	-2.7	-3.5	-4.1
CC1(C)CC(=O)C2=C(C1)N(Cc1ccccc1)C(=O)C2(O)C(F)(F)F (stereo not drawn)	-3.6	-0.6	-6.2	-3.3	-8.0	-5.6	-0.5	14.1	-5.2
C[C@H]1CN([C@@H](C)CO)C(=O)c2cccc(NC(=O)c3cnccn3)c2O[C@@H]1CN(C)C(=O)Nc1ccc2c(c1)OCO2	15.7	2.4	-4.0	7.4	1.8	-1.6	0.5	-6.7	6.6
Cc1c(NC(=O)c2cc(-c3ccc(Cl)c(Cl)c3)on2)c(=O)n(-c2ccccc2)n1C	-9.4	0.1	2.2	6.3	-0.7	0.4	-0.3	15.4	0.9
COc1ccc(C2=NN(C(=O)CSC3=NN4CCCC(=O)N=C4S3)C(c3cccc(OC)c3OC)C2)cc1 (stereo not drawn)	2.7	4.8	15.4	1.4	-9.9	-1.1	1.0	-11.8	-8.8
Cc1ccc(C)c(CS(=O)(=O)c2cn(CC(=O)N3CCCCC3)c3ccccc23)c1	-4.8	1.7	-4.4	-7.9	-7.5	-0.9	0.2	6.7	-4.2
CCCOc1ccccc1OCC(=O)Nc1ccc(S(=O)(=O)N2CCCCC2)cc1	6.6	5.9	-6.2	15.8	-11.3	-1.9	1.3	-7.5	-18.9
CCNC(=O)COc1ccc(S(=O)(=O)Nc2ccccc2)cc1	-7.7	1.4	5.8	3.5	-5.4	-0.7	-4.2	8.6	1.1
CCc1nc(SCc2cccnc2)c2c(=O)n(C)c(=O)n(C)c2n1	3.4	0.7	-6.5	-2.3	0.1	-1.6	-1.2	-4.3	0.8
O=c1[nH]c(=S)c2ncn(-c3ccccc3)c2[nH]1	-4.6	1.1	-3.5	0.7	-6.5	-3.7	-0.5	1.4	-0.3
CC(C)N1CCN(Cc2cccn2-c2cccnc2)CC1CCO (stereo not drawn)	-4.3	0.4	2.8	4.1	0.9	-5.7	-2.5	-1.1	-3.0
COCCCNC(=S)N1CCN(C(=O)C(=O)Nc2ccc(C(=O)OC)cc2)CC1	1.5	1.1	3.7	-4.7	2.6	0.2	-1.6	1.9	0.1
CCc1sc(N(C(=O)Cc2ccccc2)c2ccccc2)nc1-c1ccccc1	-11.0	0.2	13.8	-4.7	8.9	1.0	2.4	13.0	2.0
O=C(CSc1ccccc1)Nc1ccccc1C(=O)N1CCCC1	-4.5	2.6	-1.3	-0.1	-4.4	-0.2	-1.4	9.9	1.2
Clc1ccc(-c2nsc(N3CCOCC3)n2)c(Cl)c1	-7.1	6.0	4.1	2.6	0.7	-0.8	-0.5	8.6	1.1
CS(=O)(=O)c1cccc(C(=O)OCC(=O)NC(=O)Nc2ccccc2F)c1	-5.0	1.1	6.7	5.3	6.3	1.3	-0.8	4.3	2.4
O=C(Cn1nnc(-c2ccc3c(c2)OCO3)n1)N1CCOCC1	-4.2	0.2	3.4	-4.2	-1.7	-0.9	-0.7	-4.4	2.8
O=C(CSc1nc2cc(C(=O)O)ccc2c(=O)n1-c1ccc(F)cc1)Nc1ccc(F)c(F)c1F	-3.4	0.8	-4.2	1.7	-0.3	-4.0	1.5	1.5	-2.5
Cc1cccc(-n2nc3c(c2NC(=O)c2ccco2)CSC3)c1C	-2.5	0.7	7.3	-7.0	-8.7	3.9	2.0	2.8	5.2
O=C(C1CCN(S(=O)(=O)c2cccs2)CC1)N1CCc2ccccc2C1	-23.6	6.5	0.2	2.1	7.6	1.5	-2.7	2.5	-4.5
CC1=CC(=O)OC1Cc1ccncc1 (stereo not drawn)	-14.7	-0.4	-9.3	-3.0	4.4	-0.2	1.5	0.1	-1.7
CC/C(C)=N\NC(=O)CNC(=O)c1ccc(Cl)cc1Cl	6.2	0.1	-6.5	6.9	-2.9	-6.9	-0.5	-6.8	-5.8
CCCS(=O)(=O)Nc1c(C(=O)O)[nH]c2ccccc12	-9.4	2.2	-22.6	-6.0	17.6	-2.7	0.1	7.3	5.2
Cc1c(NS(=O)(=O)c2ccc(N)cc2)c(=O)n(-c2ccccc2)n1C	-14.0	1.3	-19.8	-6.9	-1.2	4.5	-0.6	15.6	13.4
CCCCC(=O)NC(c1cccc([N+](=O)[O-])c1)c1c(OC(C)=O)ccc2ccccc12 (stereo not drawn)	-4.7	-1.4	13.1	-7.7	-4.4	-3.4	-1.2	6.3	0.7
CCC(=O)c1ccc(OCC(=O)OCC(=O)NCCC2=CCCCC2)cc1	-4.0	2.9	-0.3	2.8	-2.7	1.6	-0.3	-2.8	-2.4
CCN(CC)C(=O)C1=C(C)N(CCCN2CCCC2=O)C(=O)C(CC(=O)NCCN2CCOCC2)C1 (stereo not drawn)	1.9	0.8	3.2	-2.5	-3.9	2.1	-1.6	0.4	-3.4
CCn1nc(NC(=O)c2ccccn2)c2cc3cc(C)ccc3nc21	6.6	5.0	-1.2	3.0	6.9	-0.5	2.4	-0.9	-1.6
CN(C(=O)c1ccc(NC(=O)Cc2ccc(NC(=O)C3CCCN(C(=O)C4CCCC4)C3)cc2)cc1)C1CCCC1 (stereo not drawn)	-19.7	-1.0	-0.5	9.2	-2.9	1.1	3.2	12.9	-3.5
